# D1 PAM – enhances dopamine response at the human D1 receptor; P21728; AID 504651; potentiation, % at 10 µM; 0.036% of 360,000 active; HEK293 TREx D1 cells, calcium flux, dopamine EC20 potentiation; in the data active = potentiation above about 30%; note: 0% is about no effect
# RXFP1 ag – activates the human relaxin receptor RXFP1. Q9HBX9. HEK293T-RXFP1 cAMP TR-FRET, 30 min; response scale: percent of porcine relaxin response, buffer zero. Potency, µM (series often up to 57.5 µM), for the others: at the top dose activation, most hits filed as activators. 0.3% of 370,000 active; note: potency is the fitted concentration of half-maximal effect; % is set by controls: 0 for no effect and ±100 for the full control effect; nearly all actives have a fitted effect of over 60% in size; many of its hits are not listed in these tables
# Target sequence (Q9HBX9 whole entry, looked up): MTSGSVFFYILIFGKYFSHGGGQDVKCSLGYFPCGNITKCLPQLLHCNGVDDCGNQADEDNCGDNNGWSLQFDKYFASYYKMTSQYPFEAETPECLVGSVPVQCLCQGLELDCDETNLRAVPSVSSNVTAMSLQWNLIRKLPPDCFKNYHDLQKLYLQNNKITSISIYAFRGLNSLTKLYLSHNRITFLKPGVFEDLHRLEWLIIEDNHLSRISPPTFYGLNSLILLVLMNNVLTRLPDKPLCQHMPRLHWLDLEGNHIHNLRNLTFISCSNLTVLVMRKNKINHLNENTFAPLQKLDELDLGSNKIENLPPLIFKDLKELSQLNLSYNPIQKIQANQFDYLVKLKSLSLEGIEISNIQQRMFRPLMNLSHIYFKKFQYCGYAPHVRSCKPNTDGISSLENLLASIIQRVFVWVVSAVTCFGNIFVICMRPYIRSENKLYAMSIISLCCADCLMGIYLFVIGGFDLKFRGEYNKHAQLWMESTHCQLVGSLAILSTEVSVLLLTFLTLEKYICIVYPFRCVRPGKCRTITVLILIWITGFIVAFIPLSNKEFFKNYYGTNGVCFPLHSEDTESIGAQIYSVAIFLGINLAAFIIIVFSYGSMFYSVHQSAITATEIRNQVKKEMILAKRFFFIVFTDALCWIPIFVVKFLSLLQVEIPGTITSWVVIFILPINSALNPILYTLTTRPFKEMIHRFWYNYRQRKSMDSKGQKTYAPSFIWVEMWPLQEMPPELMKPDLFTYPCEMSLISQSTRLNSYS
#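 HEK293 cells stably expressing RXFP1, treated 30 min at 37C with compounds plus PDE4 inhibitor Ro 20174; cAMP measured by HTRF TR-FRET. Normalized to buffer and 29 nM porcine relaxin; EC50 by Hill fit.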
# Vif-A3F inh – inhibitors of Vif-A3F interaction. HeLa A3F-eYFP + Vif (tagged APOBEC3F with the HIV-1 protein that degrades it), YFP fluorescence increase. Potency, µM (highest dose often 46.1 µM), without a hit: at the top dose activity, negative = active. 0.2% of 390,000 active. AID 602313; note: potency is the fitted concentration of half-maximal effect; % of control where 0% means no effect; nearly all actives have a fitted effect of over 65% in size
#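 Fluorescence increase (Ex 488/Em 500-530) after overnight compound treatment at 37 deg C flags inhibition of Vif-driven A3F-eYFP loss in stable HeLa A3F-eYFP/Vif cells seeded overnight beforehand.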
# Glioma ERSR ind – ER stress response induction in glioma | 0.02% of 420,000 active | U87-MG GRP78 promoter luciferase reporter, 16 h | Potency, µM, inactives show at the highest dose activation, actives largely listed as activators | AID 602332; note: potency is the fitted concentration of half-maximal effect; series mostly up to about 76 µM; % of control where 0% means no effect; nearly all actives have a fitted effect of over 35% in size
#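 Stably transfected U87-MG glioma cells carrying a GRP78-based luciferase sensor; 16 h compound incubation. Luminescence end-point read 10 min after Bright-Glo addition at room temperature.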
# Vif-APOBEC3G blk – Vif-A3G binding inhibition; AID 602310; Q9HC16; 0.076% of 410,000 active; HeLa A3G-eYFP + Vif (tagged APOBEC3G with the HIV-1 protein that degrades it), YFP fluorescence, overnight; Potency, µM (top dose mostly 46.1 µM), for inactives: top-dose activity, negative = active, hits mostly inhibitors;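 note: potency is the fitted concentration of half-maximal effect; % is set by controls: 0 for no effect and ±100 for the full control effect; nearly all actives have a fitted effect of over 60% in size; hits raise eYFP signal because A3G escapes Vif-driven loss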
# Target sequence (Q9HC16 whole entry, looked up): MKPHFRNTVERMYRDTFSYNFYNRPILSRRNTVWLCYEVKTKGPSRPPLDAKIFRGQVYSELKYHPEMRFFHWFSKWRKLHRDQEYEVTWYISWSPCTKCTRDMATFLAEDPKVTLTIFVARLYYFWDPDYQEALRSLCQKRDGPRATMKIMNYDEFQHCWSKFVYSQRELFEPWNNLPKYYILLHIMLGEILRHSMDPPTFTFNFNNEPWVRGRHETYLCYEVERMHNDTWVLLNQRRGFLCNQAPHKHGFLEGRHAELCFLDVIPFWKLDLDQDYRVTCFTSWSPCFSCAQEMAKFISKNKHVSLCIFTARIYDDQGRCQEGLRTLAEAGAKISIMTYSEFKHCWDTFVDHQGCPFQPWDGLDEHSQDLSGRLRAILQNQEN
#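 Read-out is eYFP fluorescence (Ex 488/Em 500-530) from Vif-expressing HeLa A3G-eYFP cells; more signal means A3G escaped Vif-mediated degradation. Cells plated overnight, compound pinned in, incubated overnight at 37 deg C.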
# D1 antag – antagonists of human D1 dopamine receptor | P21728 | HEK293 TREx D1 cells, calcium flux, dopamine EC80; hits give low values | activity change, negative = inhibition, % at 10 µM | 3.2% of 360,000 active | AID 504652; in the data active = activity change below about -30%; note: % is set by controls: 0 for no effect and ±100 for the full control effect
#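 Kinetic fluorescence of a calcium dye serves as the read-out. D1-expressing Hek293 Trex cells, induced overnight at 30 C, are exposed to compound for 180 s before an EC80 dopamine addition, then read 180 s further.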
# D2 potentiator – positively modulates the human D2 dopamine receptor allosterically; HEK293 T-REx D2, calcium flux, EC20 dopamine potentiation; potentiation, % at 10 µM; P14416; 0.34% of 340,000 active;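 active = potentiation over 3 SD above the plate norm, cut at about 30% in these data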; note: 0% is about no effect
#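 Potentiation of an EC20 dopamine calcium response measured kinetically over 180 s, after a preceding 180 s compound-only read flagging agonists. Cells: inducible Hek293 Trex D2 line, 4000/well, cultured overnight at 30 C before dye loading.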
# D1 ag – activates the human D1 dopamine receptor. P21728. HEK293 T-REx D1 cells, calcium flux, agonist mode. activation, % at 2 µM. 1% of 360,000 active. AID 504660; in the data active = activation above about 30%; note: 0% is about no effect
#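 Tetracycline-induced HEK293 TREx D1 cells, force-coupled to calcium signalling, were dye-loaded with a no-wash calcium kit. Compound was pin-added after a 10 s baseline. Fluorescence was read kinetically at 1 cycle/s for 180 s, with calcium rises flagged as agonism.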
# LDHA block – LDHA (human) enzyme inhibition | P00338 | 0.15% of 480,000 active | AID 1347041 | activity change, % (values are at about 110 or 230 µM) | purified LDHA, NADH/diaphorase-resazurin fluorescence; hits give low values; in the data active = activity change below about -30%; inconclusive = mostly about -25% to -30%;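 note: plate controls were DMSO wells for no effect and wells without enzyme for full effect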
#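 Resorufin fluorescence (ex540/em590), read at 0 and 20 min after diaphorase/resazurin addition, reports the NADH left after a 5 min room-temperature reaction of 2 nM human LDH5 with 0.06 mM NADH and 0.2 mM pyruvate.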
# The depositor's hits bear a star; u = inconclusive; x = not tested or not shown; & = joins results of further samples. Unless noted, calls come from the whole dose curve; as a rule, active = well fitted curve in the direction sought with a large enough effect; inconclusive = small, poorly fitted or top-dose-only effect, or another doubt; inactive = no such curve, though single readings can be large; an effect the other way counts as inactive or inconclusive. This is a subset (hit frequency here may not be typical).
# Results follow in this order: D1 PAM	RXFP1 ag	Vif-A3F inh	Glioma ERSR ind	Vif-APOBEC3G blk	D1 antag	D2 potentiator	D1 ag	LDHA block
1) CCCCN(C)C(=O)Cc1c(OC)ccc2cc(Br)ccc12
    -4.5	11.0%	1.3%	0.0%	-0.2%	0.8	6.5	1.3	5.6
2) COc1ccccc1N/C=C1/Sc2cc(Cl)ccc2NC1=O
    -0.3	2.3%	x	x	x	3.4	-2.1	-0.1	x
3) COc1ccc(-c2nc(CN3CCC(C(=O)NCCc4ccccc4)CC3)c(C)o2)cc1OC
    -0.3	-0.4%	5.0%	-0.4%	-3.1%	-23.3	0.8	0.6	2.9
4) CCOc1ccccc1NC(=O)C1C2CCC(O2)C1C(=O)O (centres undefined)
    -0.2	2.7%	-14.0%	-3.1%	-7.5%	-14.8	6.9	3.8	-0.7
5) O=C(COC(=O)COc1ccccc1)Nc1ccc(Br)cc1Br
    x	x	-4.8%	-3.6%	0.3%	x	x	x	-4.3
6) COc1ccc(N(C(=O)c2cnccn2)C(C(=O)NC2CCCCC2)c2cc(OC)c(OC)c(OC)c2)cc1 (centres undefined)
    4.9	-2.7%	13.7%	-3.6%	2.1%	-0.3	-5.4	2.3	-6.0
7) CC(C)CC(=O)NCCCN1CCN(CCCNC(=O)CC(C)C)CC1
    3.5	2.6%	-5.2%	-2.0%	0.9%	0.7	16.4	2.8	-8.2
8) CCCNC(=O)c1ccc2c(=O)n3c(-c4ccc(C)cc4)csc3nc2c1
    -2.9	23.7%	-17.4%	-2.2%	-3.8%	1.3	0.4	2.1	12.2
9) Cc1ccc(S(=O)(=O)N(c2ccccc2)C2CCS(=O)(=O)C2)cc1 (centres undefined)
    -3.8	-0.9%	-8.5%	-4.2%	-4.0%	9.7	-0.4	2.3	-11.3
10) CCN(CC)c1ccc(NC(=O)CCc2nnc3ccc(N4CCCCC4)nn23)c(C)c1
    -3.7	0.8%	-6.5%	2.9%	3.5%	-15.1	-0.6	0.9	3.2
11) O=C(Nc1cc(C(F)(F)F)ccc1N1CCCCC1)c1ccco1
    -2.6	-0.4%	0.1%	-3.1%	0.9%	-19.3	3.0	0.8	-6.0
12) CC(=O)c1ccc(OCC(=O)NCC2(N3CCCCC3)CCCCC2)cc1
    -1.1	0.1%	6.9%	-3.1%	-1.0%	-3.7	9.7	2.1	-9.4
13) Cc1ccc(N(CCC#N)C(=O)COC(=O)c2ccccn2)cc1
    0.0	-1.7%	-4.5%	6.6%	-0.4%	-4.3	4.3	1.0	-6.0
14) CN(CC(=O)NCCc1ccc(Cl)cc1)S(=O)(=O)c1ccc2c(c1)c(=O)n(C)c(=O)n2C
    -5.0	4.5%	3.2%	-2.1%	-4.5%	-10.0	-5.0	0.3	-1.2
15) Cc1ccc(N(CC(=O)NC2CCCC2)C(=O)c2nsc(Cl)c2Cl)cc1
    -5.9	0.5%	2.1%	-3.3%	1.5%	1.5	-5.4	-2.8	-3.2
16) CC(C)(C)c1ccc(/C=N/NC(=O)CN2CCS(=O)(=O)CC2)cc1
    -1.4	0.4%	-1.1%	11.6%	7.8%	-1.0	10.9	0.7	-2.5
17) C/C(=N\NC(=O)c1nc2ccccn2c1C)c1ccc2c(c1)OCO2
    -4.6	3.6%	-7.5%	7.9%	1.4%	-2.0	-2.6	0.2	-4.2
18) O=S(=O)(c1ccc2oc(=S)[nH]c2c1)N1CCOCC1
    x	1.6%	-10.5%	-4.2%	0.6%	0.0	-4.3	1.9	-7.1
19) Cc1ccc(-c2nnc(NCc3ccccc3)c3ccccc23)cc1
    -8.3	-0.2%	8.4%	0.7%	0.1%	-26.8	9.0	10.2	-2.9
20) Cc1ccc(-c2cc(C)nc3nc(N)nn23)cc1
    -4.7	2.9%	-13.6%	2.1%	3.3%	-9.2	0.8	0.4	-6.7

# 3 entries from above, sorted by their value in D1 antag, ascending:
No.	molecule	D1 antag
14	CN(CC(=O)NCCc1ccc(Cl)cc1)S(=O)(=O)c1ccc2c(c1)c(=O)n(C)c(=O)n2C	-10.0
13	Cc1ccc(N(CCC#N)C(=O)COC(=O)c2ccccn2)cc1	-4.3
15	Cc1ccc(N(CC(=O)NC2CCCC2)C(=O)c2nsc(Cl)c2Cl)cc1	1.5

# Continuation:
# Results follow in this order: D1 PAM	RXFP1 ag	Vif-A3F inh	Glioma ERSR ind	Vif-APOBEC3G blk	D1 antag	D2 potentiator	D1 ag	LDHA block
21) COC(=O)COc1ccc2c(c1C)O/C(=C\c1ccco1)C2=O
    -9.4	6.9%	14.2%	-11.7%	-7.4%	-0.2	-8.3	1.6	4.1
22) CN(C)S(=O)(=O)c1cccc(-c2nnc(SCc3cc(Cl)cc4c3OCOC4)n2N)c1
    -6.3	1.6%	3.7%	-2.7%	1.4%	-20.3	4.9	-0.7	-2.5
23) CCOc1ccc(C2C(C#N)=C(N)Oc3n[nH]c(C)c32)cc1OC(=O)C1CC1 (centres undefined)
    1.2	2.3%	-2.6%	-5.7%	-3.7%	2.6	7.6	0.9	-1.2
24) O=S(=O)(c1cccc2ccccc12)n1nnc2ccccc21
    2.2	-1.9%	x	-3.1%	0.1%	x	12.7	-1.9	-8.9
25) COc1ccc(NS(=O)(=O)c2cn(C)nc2C)cc1
    -1.4	0.4%	-0.5%	-1.5%	3.7%	7.0	11.4	0.7	-11.0
26) CN1c2ccc(Cl)cc2-c2nc(SCC(=O)Nc3cc(F)ccc3F)ncc2S1(=O)=O
    -1.4	18.8%	1.9%	-2.2%	-0.7%	24.7	3.0	2.6	-14.6
27) Cc1cccc(C(=O)N=c2c(C#N)cc3c(=O)n4cccc(C)c4nc3n2Cc2ccco2)c1
    -2.0	3.7%	u	-2.0%&-0.4%	-7.0%&-24.8%	-3.6	x	2.1	9.0&-2.4
28) C=C(C)Cn1c(C2CC(=O)N(Cc3ccccc3)C2)nc2ccccc21 (centres undefined)
    -3.4	0.6%	-3.1%	0.1%	4.7%	-5.3	4.8	2.0	-2.3
29) CC(=O)c1ccc(NC(=O)CSc2nc(-c3ccccc3C)nc3c2c(=O)n(C)c(=O)n3C)cc1
    -3.3	u	-8.4%	-0.9%	3.5%	5.8	-8.7	2.0	1.0
30) COC(=O)[C@]1(C)N[C@H](c2ccc(-c3ccc(F)cc3)cc2)[C@@H]2C(=O)N(C)C(=O)[C@@H]21
    -3.6	0.1%	3.8%	-1.2%	-0.6%	20.9	-3.2	0.1	-3.4
31) CC(C)C[C@@H](CSc1ccccc1)N1CCN(CCc2ccccc2)CCC1=O
    5.9	-2.7%	-7.7%	-2.5%&0.7%	1.5%&1.2%	-3.8	1.7	5.2	0.6
32) Cc1nn(-c2ccccc2[N+](=O)[O-])c(=O)c2ccccc12
    3.8	-3.2%	11.1%	3.6%	3.0%	-4.1	3.5	-0.1	-2.0
33) CCCCN(C(=O)COC(=O)c1ccc(C=O)cc1)c1c(N)n(CCC)c(=O)[nH]c1=O
    -3.6	-1.1%	-11.4%	-0.4%	1.0%	-4.1	5.1	2.4	-1.1
34) CCOc1ccc(CCNC(=O)CN2C(=O)COc3ccc(S(=O)(=O)N4CCC(C)CC4)cc32)cc1
    -2.2	8.9%	11.2%	-0.3%	-54.4%	-20.0	-8.8	1.2	-3.4
35) Cc1ccc(Cl)cc1NC(=O)Cn1cc2c(n1)CCCC2
    9.2	2.5%	-6.7%	-4.6%	0.4%	1.3	-4.0	0.2	-14.8
36) COc1cc(CNCCSc2nnnn2C)ccc1OCc1ccc(C)cc1
    -3.5	1.1%	1.0%	-1.7%	2.9%	-9.6	3.1	6.2	-3.9
37) CCn1c(SCC(=O)N2CC(=O)Nc3ccccc32)nnc1-c1ccoc1C
    15.2	2.2%	0.0%	-3.5%	1.1%	-4.7	-13.2	0.9	-1.6
38) O=C(O)C(Cc1ccc(O)cc1)N1C(=O)C2CCCCC2C1=O (centres undefined)
    -1.4	2.2%	3.4%	2.3%	3.8%	-1.5	12.9	2.6	-6.5
39) COC(=O)c1ccc(CN2C(=O)C3CCCCC3C2=O)o1 (centres undefined)
    1.9	0.0%	-9.2%	-2.2%	-0.2%	4.8	1.4	5.8	0.8
40) CC(Nc1ncnc2ccccc12)c1ccccc1 (centres undefined)
    -3.3	3.2%	-20.8%	-0.5%	-5.1%	-22.7	5.5	12.1	-1.1

# Copied from the list:
# Vif-A3F inh with compound 40 → -20.8%
# Vif-APOBEC3G blk with compound 37 → 1.1%
# LDHA block with compound 14 → -1.2

# Next results.
# Results follow in this order: D1 PAM	RXFP1 ag	Vif-A3F inh	Glioma ERSR ind	Vif-APOBEC3G blk	D1 antag	D2 potentiator	D1 ag	LDHA block
41) CCc1c(C)c(C#N)c2nc3ccccc3n2c1N1CCN(c2cc(C)ccn2)CC1
    -3.2	0.6%	x	x	x	15.5	20.3	4.9	x
42) CCOC(=O)c1[nH]c2ccc(OC)cc2c1NC(=O)CCN1CCCC(C)C1 (centres undefined)
    5.1	2.5%	1.2%	1.1%	-2.7%	1.9	-6.2	1.4	-0.2
43) Cc1ccc(SCc2[nH]nc3c2C2(C(=O)N(C)c4ccccc42)C(C#N)=C(N)O3)cc1 (centres undefined)
    -4.2	-0.6%	5.1%	-10.2%	-16.4%	1.3	7.7	0.1	3.0
44) Cc1onc(-c2ccccc2)c1C(=O)N1CCN(S(=O)(=O)c2ccc(Cl)cc2)CC1
    -6.8	0.8%	-1.8%	-3.1%	0.7%	-2.9	-2.2	1.3	-4.6&-3.8
45) O=C(O)C1CCCN(S(=O)(=O)c2ccc(-c3ccc(=O)[nH]n3)s2)C1 (centres undefined)
    3.1	-0.9%	-2.5%	-7.3%	4.0%	28.4	0.9	1.1	-2.1
46) O=C(CSc1ccc(-c2ccncc2)nn1)N1CCN(c2ccccc2)CC1
    5.9	1.2%	-12.3%	-4.8%	1.1%	-4.9	11.6	2.2	-3.7
47) COc1cccc(CN2CCN(Cc3nc(-c4cccc(F)c4F)oc3C)CC2=O)c1
    -2.6	0.6%	-1.5%	-5.5%	-1.1%	-2.2	x	0.9	-4.2
48) CC(=O)N1CCOc2ccc(S(=O)(=O)NC[C@H]3O[C@@H](n4ccc(N)nc4=O)[C@H](O)[C@@H]3O)cc21
    x	x	9.0%	-1.4%	-0.3%	x	x	x	-21.6
